# IMPase Li cell = cell-permeable IMPase inhibitors with lithium potentiation; CHO-M1 cells, IP1 TR-FRET (IP-One), carbachol + lithium; Potency, µM (doses to about 59.4 µM), inactives show at the top dose activity, negative = IMPase inhibition, hits mostly inhibitors; hit rate 0.35% among 210,000;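 further: IP1 builds up when IMPase is blocked and the TR-FRET signal falls; plate controls were basal vehicle for no effect and high inhibitor control for full effect; nearly all actives have a fitted effect of over 50% in size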
#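 CHO cells stably expressing M1 receptor (2000/well, cultured 16–30 h) treated 30 min at 37C with compound plus low lithium. Cytosolic IP1 by TR-FRET (665/620 ratio and 620 channel) after 10 min lysis; AC50 by Hill fit.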
# NPSR antagonist = blocks cAMP signaling of the human neuropeptide S receptor | hit rate 1% among 220,000 | Potency, µM (highest dose often 38.3 µM), for inactives: at the top dose activity change, negative = inhibition, most hits filed as inhibitors | Q6W5P4 | CHO-NPSR cells, cAMP TR-FRET, antagonist mode; further: on the % scale 0 is the no-effect control and ±100 the full control effect; nearly all actives have a fitted effect of over 50% in size; many of its hits are not listed in these tables
# Target sequence (Q6W5P4 whole entry, looked up): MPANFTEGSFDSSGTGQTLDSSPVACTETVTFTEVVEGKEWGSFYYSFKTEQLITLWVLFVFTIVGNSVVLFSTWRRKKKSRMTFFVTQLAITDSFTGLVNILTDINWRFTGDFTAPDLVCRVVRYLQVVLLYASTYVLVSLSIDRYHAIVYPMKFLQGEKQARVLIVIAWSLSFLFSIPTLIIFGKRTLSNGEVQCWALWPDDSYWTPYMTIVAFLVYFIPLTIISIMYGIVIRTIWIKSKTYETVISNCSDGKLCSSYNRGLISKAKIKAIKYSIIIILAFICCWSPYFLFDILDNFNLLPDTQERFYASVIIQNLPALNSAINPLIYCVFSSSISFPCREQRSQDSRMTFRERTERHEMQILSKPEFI
# RECQ1 inh = inhibitors of human RECQ1 DNA helicase; P46063; RECQ1 DNA unwinding, red fluorescence kinetic read; Potency, µM (top dose mostly 57.3 µM), for inactives: at the top dose activity, negative = inhibition, hits mostly inhibitors; hit rate 0.54% among 240,000;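 further: plate controls were vehicle for no effect and no enzyme for full effect; nearly all actives have a fitted effect of over 30% in size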
#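 RECQ1T1 50 nM; forked duplex (20 bp + 30-nt ss tails) 200 nM, ATP 2 mM final; pH 8.0, 2 mM MgCl2, 2.5 ug/ml poly(dI-dC); 15 min compound preincubation; discontinuous kinetic read over 2 h at RT.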
# KinaseGlo FLuc = counter-screen: inhibitors of Kinase-Glo firefly luciferase | Q27757 | Kinase-Glo luciferase, ATP luminescence, 8 min | Potency, µM (doses to about 38.3 µM), without a hit: at the highest dose activity change, negative = inhibition, most hits filed as inhibitors | hit rate 0.28% among 200,000 | AID 1379; further: on the % scale 0 is the no-effect control and ±100 the full control effect; nearly all actives have a fitted effect of over 60% in size
#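 Light output from Kinase-Glo luciferase with luciferin and 10 uM ATP in 50 mM imidazole pH 7.2, KCl, MgCl2, Tween 20, BSA; compound pin-delivered, 8-min ambient incubation, then luminescence read.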
# Epigenetic derep = epigenetic control regulation, reporter derepression; hit rate 0.2% among 280,000; murine LDR cells, GFP reporter derepression, 30 h; Potency, µM (highest dose often 53.9 µM), for the others: at the top dose GFP activation, actives largely listed as activators; further: % of control where 0% means no effect; nearly all actives have a fitted effect of over 60% in size
#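 In this reporter-derepression format, murine cells bearing a silenced integrated CMV-GFP locus incubate with test compound (30 h, 37 C), then are washed and imaged; fluorescent objects of 20–120 um count as induced cells.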
# JMJD2E inh = JMJD2E (human) inhibition. JMJD2E catalytic domain, FDH-coupled NADH fluorescence (FDH is formaldehyde dehydrogenase). hit rate 1.6% among 230,000. AID 2147. Potency, µM (titrated, usually from 57.1 µM), without a hit: at the highest dose activity change, negative = inhibition, actives largely listed as inhibitors. B2RXH2; active means well fitted inhibition curve with a large enough effect, not every such curve was filed as active; inconclusive means small, poorly fitted or top-dose-only effect, or another doubt; inactive means no such curve, though single readings can be large or run the other way;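 further: 0% = wells with enzyme and -100% = buffer wells without enzyme; nearly all actives have a fitted effect of over 50% in size; many of its hits are not listed in these tables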
# Target sequence (B2RXH2 1-337 limits assumed): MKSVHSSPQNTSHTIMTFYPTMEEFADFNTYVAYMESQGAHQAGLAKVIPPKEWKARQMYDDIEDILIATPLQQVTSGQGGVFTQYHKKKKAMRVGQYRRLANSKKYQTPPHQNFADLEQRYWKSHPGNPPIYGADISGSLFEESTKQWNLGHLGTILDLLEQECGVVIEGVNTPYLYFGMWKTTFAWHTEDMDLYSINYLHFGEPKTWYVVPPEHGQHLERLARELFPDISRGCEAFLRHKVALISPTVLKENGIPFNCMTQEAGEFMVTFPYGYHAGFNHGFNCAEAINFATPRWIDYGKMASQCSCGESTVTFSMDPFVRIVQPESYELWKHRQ
# SMN2 splice enh = SMN2 splice variant enhancement; HEK293 SMN2-luciferase splicing reporter, luminescence, 30-36 h; Potency, µM (doses to about 46.1 µM), without a hit: top-dose activity change, positive = activation, hits mostly activators; hit rate 2.8% among 210,000; AID 1458; further: % of control where 0% means no effect; nearly all actives have a fitted effect of over 55% in size
#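 qHTS luciferase splicing reporter: luminescence rises when SMN2 exon 7 is included in transfected HEK293 cells. Compound exposure lasted 30-36 h at 37C, with 4.5 mM final sodium butyrate as control, followed by a ONE-Glo read.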
# RGS12 GoLoco inh = blocks human Gai1 binding to RGS12 GoLoco peptide, red readout. Gai1:RGS12 GoLoco peptide FP, rhodamine, 10 min. Potency, µM (doses to about 61.6 µM), without a hit: at the highest dose activity, negative = inhibition, usual class: inhibitors. P63096. hit rate 0.44% among 230,000; active means well fitted inhibition curve with a large enough effect, not every such curve was filed as active; inactive means no such curve, though single readings can be large or run the other way; further: on the % scale 0 is the no-effect control and ±100 the full control effect; nearly all actives have a fitted effect of over 30% in size; many of its hits are not listed in these tables
# Target sequence (P63096 whole entry, looked up): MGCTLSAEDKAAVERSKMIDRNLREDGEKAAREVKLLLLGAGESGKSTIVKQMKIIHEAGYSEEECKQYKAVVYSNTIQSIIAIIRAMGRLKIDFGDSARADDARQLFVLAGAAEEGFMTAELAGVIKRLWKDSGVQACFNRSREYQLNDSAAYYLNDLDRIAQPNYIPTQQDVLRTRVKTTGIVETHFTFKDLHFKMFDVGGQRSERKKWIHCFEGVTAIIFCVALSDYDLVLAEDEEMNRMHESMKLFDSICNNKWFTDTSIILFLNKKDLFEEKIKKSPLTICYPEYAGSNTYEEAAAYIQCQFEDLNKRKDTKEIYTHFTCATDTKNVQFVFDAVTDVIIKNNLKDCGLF
# * marks the source's active call; other numbers are inactive results; i = inactive; ? = inconclusive; nt = not tested or not shown; & = joins results of further samples; [ ] = remark or other dose. Unless noted, the call rests on the fitted dose curve; in most records, active means well fitted curve in the direction sought with a large enough effect; inconclusive means small, poorly fitted or top-dose-only effect, or another doubt; inactive means no such curve, though single readings can be large; an effect the other way counts as inactive or inconclusive. Potency means the concentration at half of the fitted maximal effect.
SMILES,IMPase Li cell,NPSR antagonist,RECQ1 inh,KinaseGlo FLuc,Epigenetic derep,JMJD2E inh,SMN2 splice enh,RGS12 GoLoco inh
Oc1ccc2ccccc2c1C=Nc1ccc(N2CCOCC2)cc1,58%[activator][38.3 µM],-25%[46.1 µM],-7%,-7%,-0.9%,?,26%,-112%
O=C(COC(=O)C1CCN(/C=C/C(=O)C(F)(F)F)CC1)Nc1ccccc1,2%,-3%[46.1 µM],-6%,4%,6.9%,-1%,16%,5%
O=c1[nH]c2cc([N+](=O)[O-])c([N+](=O)[O-])cc2[nH]c1=O,-11%&-2%&3%&11%,-9%[46.1 µM],-2%&-6%,-1%&2%&3%,1.1%&0.0%&-1.3%&0.6%,-7%&-4%&1%,14%&0%&21%,12%&-3%&3%&1%
c1ccc(Nc2nc(N3CCNCC3)nc(N3CCOCC3)n2)cc1,3%,-10%[46.1 µM],1%,4%,1.7%,4%,16%,-7%
O=C(NCc1ccccc1)c1cnsn1,21%[38.3 µM],5%[46.1 µM],-12%,2%,2.0%,-7%,24%,-2%
N#C/C(=C(/O)c1ccc(Cl)c([N+](=O)[O-])c1)c1nc2ccccc2[nH]1,nt,27%,-1%,nt,2.0%,5%,nt,9%
CCNc1ncc2ncc(=O)n(C)c2n1,-17%,nt,i,-4%,nt,nt,0%,9%
CC(=O)c1cccc(S(=O)(=O)N(C)C2CCN(C)CC2)c1,3%,16%,i,-2%,-1.3%,3%,2%,0%
Cc1ccc(S(=O)(=O)n2cnc3cc([N+](=O)[O-])ccc32)c(C)c1,2%,15%,-7%,1%,0.0%,3%,-34%[inhibitor][1.84 µM],-12%
O=C(c1ccncc1)N1CCC2(CC1)CN(c1ccncc1)C2,0%,nt,i,-1%,nt,nt,5%,8%
CC1CC(C)CN(C(=O)CNC(=O)Cn2ccc3ccccc3c2=O)C1 (stereo not given),-6%,30%,6%,2%,5.9%,?,-25%,-24%
CCOC(=O)Cn1cc(C=O)c2ccccc21,-7%[38.3 µM],2%[46.1 µM],-5%,3%,2.0%,5%,-1%,-1%
CCC(Sc1nnc(-c2ccc(C)c(Cl)c2)n1CC)C(=O)Nc1nccs1 (stereo not given),-1%[38.3 µM],-22%[46.1 µM],-6%,-1%,-2.4%,11%,-42%[inhibitor],-3%
Cc1cc(N)nc(C)c1C#N,7%,23%,6%,2%,-1.3%,2%,10%,7%
COc1ccc(Cl)cc1NC(=O)CCc1ccccc1,14%[38.3 µM],-10%[46.1 µM],-17%,-3%,1.0%,5%,-25%,-5%
CCN1C(=O)C2(C(C(=O)c3cc4ccccc4o3)=C(O)C(=O)N2CCCN2CCOCC2)c2ccccc21 (stereo not given),nt,7.9µM*,5%,nt,2.1%,-6%,nt,-1%
CCNC(=S)Nc1cc(C(=O)N2CCCC2)ccc1N1CCCC1,10%,3%,15%,1%,1.1%,-8%,8%,8%
CC(=O)[C@@]1(N=Nc2ccc(S(N)(=O)=O)cc2)CCOC1=O,10%,nt,nt,0%[7.66 µM],nt,nt,-12%[9.22 µM],-3%[14.2 µM]
Cn1nc(CC(=O)NCc2ccc(F)cc2)c2ccccc2c1=O,-5%[38.3 µM],-8%[46.1 µM],-9%,-1%,2.9%,-7%,-53%[inhibitor],1%
O=C(CCCc1ccccc1)NCCN1CCOCC1,-6%[38.3 µM],-7%[46.1 µM],i,1%,2.5%,5%,-12%,5%
Cc1cc(C)nc(NS(=O)(=O)c2ccc(NC(=O)c3ccc4c(c3)OCO4)cc2)n1,4%[38.3 µM],-6%[46.1 µM],2%,0%,0.0%,-3%,16%,5%
C=CCn1c(SCC(=O)c2cccs2)nc2sc(CC)cc2c1=O,10%[38.3 µM],?,-10%,0%,4.2%,2%,-43%[inhibitor],6%
NCCCC(=O)O,-3%&6%&-1%&19%&12%,?,-10%&3%&-14%,-5%&-5%&-3%&4%,-1.0%&1.1%&-3.1%&-0.5%&5.5%,7%&2%&-1%&2%,-7%&6%&2%&4%,3%&2%&2%&1%&-2%
CCSc1nnc2c(Cl)cc(Cl)cn12,-3%[38.3 µM],8%[46.1 µM],i,-1%,1.9%,-5%,10%,-1%
COc1cccc(Cn2c(OCC3CCCO3)nc3c2c(=O)n(C)c(=O)n3C)c1 (stereo not given),-2%,-5%,-14%,-2%,1.5%,-1%,4%,-17%
CCOC(=O)c1cccc(NC(=O)CN2C(=O)C3C4C=CC(C4)C3C2=O)c1 (stereo not given),0%,0%[46.1 µM],-6%,1%,0.0%,3%,-8%,0%
COC(=O)CC1=C(C(=O)OC)C(c2ccc3c(c2)OCO3)C(C#N)=C(N)O1 (stereo not given),nt,0%,-3%,nt,1.6%,?,nt,3%
COc1ccc(CCN=C2SCC(=O)N2C)cc1OC,-5%[38.3 µM],8%[46.1 µM],-3%,-6%,-0.7%,?,-14%,4%
CCOc1ccc(C2=Nn3c(nnc3-c3ccc(OC)cc3)SC2)cc1,10%[38.3 µM],2%[46.1 µM],-4%,-3%,-1.0%,0%,7%,7%
Cc1ccccc1N1C(=O)CC1(C#N)c1ccc(OCc2ccccc2)cc1 (stereo not given),3%,-17%,i,-7%,0.0%,-2%,-33%[inhibitor],17%
COC(=O)c1c(NC(=S)Nc2ccc(F)cc2[N+](=O)[O-])sc2c1CCCCC2,nt,1%[46.1 µM],-6%,nt,?,-9%,nt,nt
Cc1ccc(OCCOC(=O)Cn2nc(C)c([N+](=O)[O-])c2C)cc1,-2%,6%,-1%,-2%,-2.2%,3%,11%,-6%
Cc1cc(C)n(C(=O)C(C)N2C(=O)c3ccccc3C2=O)n1 (stereo not given),2%[38.3 µM],-8%[46.1 µM],-6%,1%,-1.0%,12%,7%,-1%
O=C(CSc1ccc(Cl)cc1)Nc1ccccc1Oc1ccccc1,nt,-18%[46.1 µM],-7%,nt,-0.9%,-3%,nt,nt
Cc1cc2cc(CNC(=O)NC3CCCCC3)ccc2[nH]1,14%[38.3 µM],-4%[46.1 µM],i,-3%,-1.1%,-6%,?,10%
COc1ccccc1CNC(=O)c1ccc(S(=O)(=O)N(C)C)cc1,13%[38.3 µM],3%[46.1 µM],5%,-1%,-11%,6%,8%,6%
COc1cc(NC(=S)NC2CC(C)(C)NC(C)(C)C2)c(OC)cc1Cl,-8%,-2%,i,0%,-4.9%,6%,6%,9%
CSc1ccccc1NC(=O)CN(Cc1ccccc1)S(C)(=O)=O,22%[38.3 µM],-17%[46.1 µM],-4%,-3%,0.0%,5%,-33%[inhibitor],-3%
COc1ccc(/C=N/n2c(N)c(S(=O)(=O)c3cccs3)c3nc4ccccc4nc32)cc1OC,20%[38.3 µM],-26%[46.1 µM],i,19%,0.8%,?,-18%,2%
O=C(O)c1nn(-c2ccccc2)nc1-c1nn(-c2ccccc2)nc1C(=O)O,-10%[38.3 µM],-5%[46.1 µM],-4%,-5%,-0.9%,-2%,0%,-23%

# Part of the list above, reformatted.
# Sequence of screens – IMPase Li cell | NPSR antagonist | RECQ1 inh | KinaseGlo FLuc | Epigenetic derep | JMJD2E inh | SMN2 splice enh | RGS12 GoLoco inh
> CCOc1ccc(C2=Nn3c(nnc3-c3ccc(OC)cc3)SC2)cc1
  10%[38.3 µM] | 2%[46.1 µM] | -4% | -3% | -1.0% | 0% | 7% | 7%
> Cc1ccccc1N1C(=O)CC1(C#N)c1ccc(OCc2ccccc2)cc1 (stereo not given)
  3% | -17% | i | -7% | 0.0% | -2% | -33%[inhibitor] | 17%
> COC(=O)c1c(NC(=S)Nc2ccc(F)cc2[N+](=O)[O-])sc2c1CCCCC2
  nt | 1%[46.1 µM] | -6% | nt | ? | -9% | nt | nt
> Cc1ccc(OCCOC(=O)Cn2nc(C)c([N+](=O)[O-])c2C)cc1
  -2% | 6% | -1% | -2% | -2.2% | 3% | 11% | -6%
> Cc1cc(C)n(C(=O)C(C)N2C(=O)c3ccccc3C2=O)n1 (stereo not given)
  2%[38.3 µM] | -8%[46.1 µM] | -6% | 1% | -1.0% | 12% | 7% | -1%
> O=C(CSc1ccc(Cl)cc1)Nc1ccccc1Oc1ccccc1
  nt | -18%[46.1 µM] | -7% | nt | -0.9% | -3% | nt | nt
> Cc1cc2cc(CNC(=O)NC3CCCCC3)ccc2[nH]1
  14%[38.3 µM] | -4%[46.1 µM] | i | -3% | -1.1% | -6% | ? | 10%
> COc1ccccc1CNC(=O)c1ccc(S(=O)(=O)N(C)C)cc1
  13%[38.3 µM] | 3%[46.1 µM] | 5% | -1% | -11% | 6% | 8% | 6%
> COc1cc(NC(=S)NC2CC(C)(C)NC(C)(C)C2)c(OC)cc1Cl
  -8% | -2% | i | 0% | -4.9% | 6% | 6% | 9%
> CSc1ccccc1NC(=O)CN(Cc1ccccc1)S(C)(=O)=O
  22%[38.3 µM] | -17%[46.1 µM] | -4% | -3% | 0.0% | 5% | -33%[inhibitor] | -3%
> COc1ccc(/C=N/n2c(N)c(S(=O)(=O)c3cccs3)c3nc4ccccc4nc32)cc1OC
  20%[38.3 µM] | -26%[46.1 µM] | i | 19% | 0.8% | ? | -18% | 2%
> O=C(O)c1nn(-c2ccccc2)nc1-c1nn(-c2ccccc2)nc1C(=O)O
  -10%[38.3 µM] | -5%[46.1 µM] | -4% | -5% | -0.9% | -2% | 0% | -23%

# More entries
SMILES,IMPase Li cell,NPSR antagonist,RECQ1 inh,KinaseGlo FLuc,Epigenetic derep,JMJD2E inh,SMN2 splice enh,RGS12 GoLoco inh
Cc1c([N+](=O)[O-])cc(S(=O)(=O)Nc2ccncc2)cc1[N+](=O)[O-],5%,10%,0%,2%,-1.6%,5%,1%,4%
O=C(NC(=S)Nc1ccccc1N1CCCCC1)c1ccccc1,-10%,?,-9%,2%,-3.0%,-5%,-5%,-2%
CCOC(=O)C1CCCN(C(=O)c2sc3nc(-c4ccccc4)cn3c2C)C1 (stereo not given),-20%[38.3 µM],-18%[46.1 µM],-7%,1%,-0.7%,8%,-12%,-10%
COCCNC(=S)NCCc1ccc(Cl)cc1Cl,-3%,-10%,-3%,8%,1.1%,2%,1%,2%
O=C(Nc1ccccc1C(=O)Nc1nnc(C(F)(F)F)s1)c1ccccc1Cl,nt,?,-15%,nt,2.1%,-11%,nt,0%

# Assay outcomes: PubChem BioAssay, National Center for Advancing Translational Sciences (NCATS)

# Some of the compounds tested; the hit share may differ from the screen's.
